Bioassay records (PubChem BioAssay)
NCI-60 one-dose screen, 48 h, at 10 µM unless noted. Numbers give growth in % (100 = growth as untreated, 0 = no growth, -100 = all killed).
BT-549 – BT-549 breast cancer | actives 4.4% (n = 78,000) | AID 1794793
UACC-62 – UACC-62 melanoma. actives 5.4% (n = 81,000). AID 1794756
MCF7 – MCF7 breast cancer; actives 6.3% (n = 82,000); AID 1794796
T-47D – T-47D breast cancer. actives 5% (n = 79,000)
MALME-3M – MALME-3M melanoma | actives 5.8% (n = 78,000) | AID 1794766
HS 578T – HS 578T breast cancer | actives 4.1% (n = 78,000)
UACC-257 – UACC-257 melanoma; actives 4.4% (n = 78,000)
LOX IMVI – LOX IMVI melanoma. actives 7.4% (n = 79,000)
* = called active by the depositor; · = not tested or not shown; & = joins results of further samples. The calls were made as follows: active = growth percent below 10; inactive = the rest.

SMILES	BT-549	UACC-62	MCF7	T-47D	MALME-3M	HS 578T	UACC-257	LOX IMVI
N#CC(C#N)C(C#N)c1ccccc1 (stereo unspecified)	113	94	99	95	106	107	98	99
CCCCC1COc2cccc3c(SCC(=O)N(Cc4ccccc4)c4ccc(OC)cc4)cc[n+]1c23 (stereo unspecified)	122	97	97	87	109	115	115	98
O=C(Nc1nc2c(s1)CCc1c-2c(Br)n(Cc2ccccc2)c1Br)c1ccccc1	53	62	52	46	-16*	48	65	69
CCC(C)Oc1nc2c(c(=O)n(C)c(=O)n2C)n1C (stereo unspecified)	80	95	100	94	97	·	121	99
C1CCC([PH+](C2CCCCC2)C2CCCCC2[PH+](C2CCCCC2)C2CCCCC2)CC1.[Au].[CH-]1CCCCC1C1CCCC[N-]1 (stereo unspecified)	-40*	-80*	-31*	-45*	-44*	-5.5*	-54*	-96*
CSc1ncc(Br)c(Sc2nc(N)nc3nc[nH]c23)n1	38	20	29	30	34	93	68	21
CS(=O)(=O)c1ccc(-c2nc3ccccn3c2/C=N/Nc2ccccc2)cc1	109	69	91	68	103	89	100	65
COc1ccccc1NC(=O)Nc1cccc(C(F)(F)F)c1	114	80	79	87	98	·	83	106
C1CC2CC1CC2CNCC1CC2CCC1C2 (stereo unspecified)	136	120	112	104	119	·	110	114
N#Cc1c(-c2ccc(Cl)cc2)nc(NN=Cc2cccc(Cl)c2)nc1N1CCOCC1	94	98	86	77	131	97	100	85
NS(=O)(=O)c1ccc(CCNC(=O)/C=C/c2ccc(Cl)cc2)cc1	108	104	92	91	90	98	104	99
O=C1/C(=C/c2ccccc2F)Cc2ccccc21	98	78	25	84	101	93	77	86
CCCC(C)(NS(=O)(=O)c1ccccc1)C(=O)O (stereo unspecified)	113	103	94	77	122	101	88	95
CCOc1cccc2c(NC(C)CCCN(CC)CC)c(C)cnc12 (stereo unspecified)	100	108	98	115	116	·	108	90
O=C(O)C(CCc1ccccc1)(Cc1ccccc1)C(=O)O	115	102	121	105	119	125	96	86
O=C(O)c1ccccc1-c1nc2ccccc2s1	123	96	91	105	101	100	103	105
O=c1cc(N2CCOCC2)oc2c(-c3ccc4c(c3)OCCO4)csc12	5.4*	-1.9*	7.9*	-15*	-3.4*	-7.5*	19	10
Clc1ccc2n[nH]nc2c1	109	96	93	102	107	99	94	106
CC(C)C(=O)OCCCc1ccccc1	109	110	93	105	106	96	101	107
COC(=O)C1(O)CCCCC1	128	97	100	109	130	83	102	103
c1cncc(-c2nc(-c3c[nH]c4ccccc34)cs2)c1	97	89	81	76	88	78	101	90
CC(=O)N1C=Cc2ccccc2C1C#N (stereo unspecified)	112	110	98	104	100	119	101	95
CC(=O)O.CN1[CH-]N(Cc2ccc(C#N)cc2)c2ccccc21.[Ag+]	102	112	97	70	102	103	81	92
Cc1c(-c2cnc3ccc(Br)cc3c2C(=O)O)nnn1-c1ccc([N+](=O)[O-])cc1	92	84	85	96	105	108	97	104
CSc1nnc2n(C)c(=O)c(C#N)c(-c3ccco3)n12	109	82	80	99	102	103	71	88
Fc1cnc2[nH]cc(-c3csc(-c4c[nH]c5ncccc45)n3)c2c1	89	78	71	72	95	·	107	75
CCc1ccc(Oc2c(-c3ccc(OCCc4cccc(C(F)(F)F)c4)cc3O)n[nH]c2C(F)(F)F)cc1	86	19	28	6.6*	49	51	57	18
CN(C)c1ccc(/C=C(/C(=O)c2ccccc2)c2ccccc2)cc1	101	92	102	87	115	90	93	89
c1coc(C2=NC(c3ccco3)C(c3ccco3)N2)c1 (stereo unspecified)	95&112	106&92	109&100	101	97&114	108&120	95&104	82&90
COc1c(Cl)ccc(-c2cn(COCc3ccccc3)c3c(OC)ncnc23)c1F	102	92	87	102	98	88	102	95
CC(C)c1ccc(/C=N\NC(=O)C[N+](C)(C)C)cc1	109	104	93	99	105	105	95	103
CC1(C)CC2=C3C=C[C@@H]4[C@@]5(C)CC[C@@H](O)C(C)(C)[C@@H]5CC[C@@]4(C)[C@]3(C)CC[C@@]2(C(=O)O)C[C@H]1O	56	82	57	62	42	93	44	83
CC1(C)NC(=O)c2[nH]c3c(Cl)c(Cl)ccc3c2C1C#N (stereo unspecified)	73	73	87	59	100	·	·	85
Cc1[nH]c(C2CC(c3ccc(C(F)(F)F)c(F)c3)=NN2c2ccccc2)c(C)c1C(=O)O (stereo unspecified)	104	80	68	84	95	87	94	86
Cc1ccc(C(O)(c2nc3ccccc3s2)c2nc3ccccc3s2)cc1	112	102	100	104	96	111	100	100
COC(=O)[C@@H]1C(=O)[C@H](C)CC2[C@@]3(C)CC[C@H](O)C(C)(C)C3CC[C@]21C (stereo partly specified)	109	92	96	106	102	96	100	92
COc1ccc(-c2nn(-c3ccccc3)cc2/C=C2\SC(=Nc3ccc(Cl)cc3)NC2=O)cc1	100	92	99	99	102	108	107	102
COc1ccc(C2=NN(c3ccccc3)C(c3sc(N(C)Cc4ccccc4)nc3Cl)C2)cc1 (stereo unspecified)	114	85	71	75	91	98	99	87
CCOC(=O)C1=C(C)Nc2nc3ccccc3n2C1c1ccc(OC)cc1 (stereo unspecified)	100	84	81	104	100	103	100	92
CNC(=O)c1nc(Nc2ccc(NC(=O)Nc3ccc(Cl)cc3)cc2)c2ccccc2n1	104	97	90	72	92	101	107	88
N#CCC(=O)NN=C1CCCCC1	90	114	99	98	99	105	101	95
O=C(N/N=C/c1cc(O)c(O)c(O)c1)c1ccc2nc(-c3ccc(Cl)cc3)[nH]c2c1	84	74	88	80	80	83	102	67
Cc1cnoc1C(=O)Nc1nn(Cc2ccc(C(F)(F)F)cc2)c2ccccc12	102	68	79	52	88	95	91	75
COC(=O)c1ccc2c(c1)nc(-c1ccc(O)c(OC)c1)n2-c1cc(C(C)(C)C)[nH]n1	108	88	84	92	114	98	101	97
Nc1ncnc2c1N=C(c1ccc3c(c1)OCO3)CC(c1cccc(Nc3ccnc4cc(C(F)(F)F)ccc34)c1)N2 (stereo unspecified)	112	87	37	88	84	86	75	52
C=CCOC(=O)CCC(C)(CCC(=O)OCC=C)C(C)=O	107	110	·	103	87	103	110	95
CCN(CC)CCCOc1cc([N+](=O)[O-])ccc1C#N	100	87	92	102	104	103	96	97
CN(C)c1ccc(/C=N/Nc2ncc(C(N)=O)c(N)n2)cc1	95	92	87	87	92	104	94	96
COc1ccc(Nc2ncccc2NC(=O)/C=C/c2ccc(Cl)cc2)cc1	99	94	77	103	117	98	72	102
CCOC(=O)C1=C(C)NC(SCc2nnc(-c3ccc(Cl)cc3)o2)=NC1c1ccccc1 (stereo unspecified)	57	65	82	46	95	98	74	89
CC1=C(C#N)C2=NNCC(c3ccccc3)=NN2C(c2ccccc2)=C1	104	96	·	99	93	107	97	109
OC1CCSc2ccc3ccccc3c21 (stereo unspecified)	94	98	·	99	105	94	101	103
CCOC(=O)CNC(=O)CN(CC(=O)OC)C(=O)[C@@]1(C)CCC[C@]2(C)[C@H]3C[C@H]4C(C(C)C)=C[C@]3(CC[C@H]21)[C@@H]1C(=O)CCC(=O)[C@@H]14	93	79	92	93	108	84	105	92
COc1cc(/C=C/C(=O)Nc2cccnc2Nc2cc(OC)c(OC)c(OC)c2)cc(OC)c1OC	97	84	88	100	107	97	93	101
COc1ccc(C(=O)c2cc3c(OC)c(OC)c(OC)cc3[nH]2)cc1	·	37	20	35	·	52	88	56
N#C/C(=C\c1ccc(Cl)cc1)C(N)=O	111	100	95	97	105	105	103	99
O=[N+]([O-])c1ccccc1NCNc1ccccc1[N+](=O)[O-]	107	101	101	104	104	94	95	108
O=S(=O)(c1ccc(Cl)cc1)c1cc(O)ccc1O	86	84	93	77	97	100	98	93
O=C1c2ccccc2C(=O)c2cc(O)ccc21	94	105	102	100	·	90	101	101
CCC(N)C(O)(c1ccccc1)c1ccccc1 (stereo unspecified)	94	109	97	105	100	100	82	96
(further entries)
SMILES	BT-549	UACC-62	MCF7	T-47D	MALME-3M	HS 578T	UACC-257	LOX IMVI
Clc1ccc(-c2cc(-c3cc(-c4ccc(Cl)c(Cl)c4)n[nH]3)[nH]n2)cc1Cl	109	89	83	·	103	87	114	99
O=C(C[n+]1ccnc2ccccc21)c1ccc(O)c(O)c1	52	55	13	45	55	94	58	8.7*
C[C@@]1(CCC#N)[C@H]2CC[C@@H]3[C@H]4[C@H](C(=O)/C=C/c5cccnc5)CC[C@]4(C#N)CC[C@@]3(C)[C@]2(C)CC[C@H]1C(=O)/C=C/c1cccnc1	81	52	39	65	109	78	67	17
CC(C)CC(NC(=O)CI)C(=O)O (stereo unspecified)	106	99	95	100	94	103	96	95
CNC1=C([N+](=O)[O-])C(c2ccc(Cl)cc2Cl)C(C#N)=C(c2ccc[nH]2)O1 (stereo unspecified)	94	89	85	82	97	94	101	97
CC(=O)c1cc(N)cc([N+](=O)[O-])c1	94	·	96	94	108	112	62	99
CCCCC[C@H](OC)c1ccccc1[C@@H]1O[C@@H](CCCC(=O)OC)[C@H](O)[C@H]1O	104	88	99	119	93	96	104	94
NC(N)=NCCCCNCCCN=C(N)N	105	104	102	115	105	100	84	100
CC(=O)Nc1cc(Cl)c(Nc2cc(S(=O)(=O)O)c(N)c3c2C(=O)c2ccccc2C3=O)c(Cl)c1	108	91	89	105	105	·	93	105
CCN1C(=O)N(CC)C2Nn3c(s/c(=C4\C(=O)N(C5CCCC5)c5ccccc54)c3=O)=NC21 (stereo unspecified)	79	62	46	·	71	62	·	64
CSc1nc2c(c(=O)n1C)N=C1c3ccccc3C(=O)C1C(c1ccccc1)N2 (stereo unspecified)	82	107	59	62	43	72	102	75
CCN(CC)CCN1C(=O)c2cccc3cccc(c23)C1=O	116	111	97	108	131	120	88	99
CCN(CC)c1ccc(Cc2ccc(N(CC)CC)c3cccnc23)c2ncccc12	90	77	80	57	71	107	103	90
O=C(O)C(Cc1cc(I)c(O)c(I)c1)c1ccccc1 (stereo unspecified)	·	110	94&101	111	109&96	96&89	120&95	97&97
CCCCCCCCCCCC(=O)C(CCCCCCCCCC)C(=O)Nc1ccccc1 (stereo unspecified)	114	92	108	92	105	97	93	93

Sorted by length of the SMILES (highest first): 11 of the compounds above
SMILES	BT-549	UACC-62	MCF7	T-47D	MALME-3M	HS 578T	UACC-257	LOX IMVI
C[C@@]1(CCC#N)[C@H]2CC[C@@H]3[C@H]4[C@H](C(=O)/C=C/c5cccnc5)CC[C@]4(C#N)CC[C@@]3(C)[C@]2(C)CC[C@H]1C(=O)/C=C/c1cccnc1	81	52	39	65	109	78	67	17
CC(=O)Nc1cc(Cl)c(Nc2cc(S(=O)(=O)O)c(N)c3c2C(=O)c2ccccc2C3=O)c(Cl)c1	108	91	89	105	105	·	93	105
CNC1=C([N+](=O)[O-])C(c2ccc(Cl)cc2Cl)C(C#N)=C(c2ccc[nH]2)O1 (stereo unspecified)	94	89	85	82	97	94	101	97
Clc1ccc(-c2cc(-c3cc(-c4ccc(Cl)c(Cl)c4)n[nH]3)[nH]n2)cc1Cl	109	89	83	·	103	87	114	99
CCN(CC)c1ccc(Cc2ccc(N(CC)CC)c3cccnc23)c2ncccc12	90	77	80	57	71	107	103	90
CCCCCCCCCCCC(=O)C(CCCCCCCCCC)C(=O)Nc1ccccc1 (stereo unspecified)	114	92	108	92	105	97	93	93
O=C(C[n+]1ccnc2ccccc21)c1ccc(O)c(O)c1	52	55	13	45	55	94	58	8.7*
CCN(CC)CCN1C(=O)c2cccc3cccc(c23)C1=O	116	111	97	108	131	120	88	99
O=C(O)C(Cc1cc(I)c(O)c(I)c1)c1ccccc1 (stereo unspecified)	·	110	94&101	111	109&96	96&89	120&95	97&97
CC(=O)c1cc(N)cc([N+](=O)[O-])c1	94	·	96	94	108	112	62	99
NC(N)=NCCCCNCCCN=C(N)N	105	104	102	115	105	100	84	100

New compounds follow.
SMILES	BT-549	UACC-62	MCF7	T-47D	MALME-3M	HS 578T	UACC-257	LOX IMVI
O=c1cnc2ccccc2[nH]1	103	101	95	111	93	·	99	112
Nc1cccc(/C=C\C(=O)O)c1	104	98	92	99	115	115	99	101
CCC(=O)Oc1cccc(OC(=O)CC)c1	110	107	106	92	112	103	104	84
O=C(N/N=C/c1ccccc1)c1ccc(NC(=O)c2ccccn2)cc1	104	78	84	76	105	113	103	82
COc1ccccc1NC(=O)/C(=C/C1CC(=O)NC1=S)C(C)=O (stereo unspecified)	107	95	94	88	·	103	100	97
COc1ccc2cc(-c3csc(Nc4ccc(F)cc4)n3)c(=O)oc2c1	98	86	88	81	105	92	86	98
CC1(c2ccncc2)Nc2ccccc2-c2ccnn21 (stereo unspecified)	103	109	97	87	83	96	103	92
COc1ccc(C2=C(C#N)C3(C(=O)Nc4ccccc43)c3c(-c4ccc(Cl)cc4)nn(-c4ccccc4)c3N2)cc1 (stereo unspecified)	52	78	67	55	93	85	68	92
CSc1nc(=O)n(Cc2ccc(Cl)cc2)c(=O)[nH]1	98	112	99	90	105	105	102	97
Cc1ccccc1[P+](Cc1ccccc1)(c1ccccc1)c1ccccc1	10	0.4*	10	-3.4*	-1.4*	54	-27*	22
Cc1cc2c3c(cccc3c1)C(=O)c1ccccc1-2	95	85	82	92	91	100	·	87
O=C(/C(=N/O)S(=O)(=O)c1ccccc1)c1cccs1	103	104	98	93	106	118	106	·
COc1cc(C2CC(c3ccc4c(c3)OCO4)=NN2C(C)=O)cc(OC)c1OC (stereo unspecified)	61	46	17	·	23	-7.7*	67	36
Cc1nc2ncccc2c(=O)n1-c1ccc(S(=O)(=O)Nc2nccs2)cc1	91	·	99	74	102	113	80	93
Cc1ccccc1NC(=O)c1cccc(NC(=O)CCl)c1	39	24	19	75	80	78	47	-47*
N#Cc1c(-c2ccc(Cl)cc2)nc(NN2C(=O)CCC2=O)nc1N1CCOCC1	113	102	99	95	111	100	111	99

Rows are unselected; about 11% have a hit in one of these screens.
